# Compound activity from PubChem BioAssay.
# 12-LOX inh: inhibitors of human 12S-lipoxygenase ALOX12 | purified 12hLO, xylenol orange hydroperoxide absorbance | Potency, µM (doses to about 108 µM), without a hit: top-dose activity change, negative = inhibition, actives largely listed as inhibitors | 580,000 tested, 1.1% active | P18054 | AID 1671190; also: potency is read from the fitted curve at half-maximal effect; % is scaled to controls: 0 for no effect and ±100 for the full control effect
# Target sequence (P18054 whole entry, looked up): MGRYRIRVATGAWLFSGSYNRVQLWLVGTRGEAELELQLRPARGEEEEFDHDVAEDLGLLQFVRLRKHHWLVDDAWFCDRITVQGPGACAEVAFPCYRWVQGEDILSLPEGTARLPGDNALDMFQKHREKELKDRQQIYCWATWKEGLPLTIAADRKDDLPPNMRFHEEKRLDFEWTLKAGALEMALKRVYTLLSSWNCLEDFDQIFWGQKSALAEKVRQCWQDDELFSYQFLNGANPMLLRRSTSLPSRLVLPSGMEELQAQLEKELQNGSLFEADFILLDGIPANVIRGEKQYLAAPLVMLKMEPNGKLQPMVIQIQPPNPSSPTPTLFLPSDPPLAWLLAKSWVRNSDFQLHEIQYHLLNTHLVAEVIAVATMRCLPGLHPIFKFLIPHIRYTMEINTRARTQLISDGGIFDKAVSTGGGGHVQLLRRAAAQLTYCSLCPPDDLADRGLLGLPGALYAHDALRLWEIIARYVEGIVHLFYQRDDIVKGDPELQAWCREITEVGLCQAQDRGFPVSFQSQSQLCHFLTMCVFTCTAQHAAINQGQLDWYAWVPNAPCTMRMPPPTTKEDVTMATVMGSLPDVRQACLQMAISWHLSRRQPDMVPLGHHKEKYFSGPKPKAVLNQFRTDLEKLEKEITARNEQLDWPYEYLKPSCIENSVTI
#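 Hydroperoxide product was detected by ferrous iron/xylenol orange as the 573 to 405 nm absorbance ratio. Arachidonic acid at 40 uM (final) was turned over for 30 min at room temperature by 150 nM human 12hLO, pH 7.0 Hepes buffer, after 15 min compound preincubation.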
# D2 antagonist: antagonists of human D2 dopamine receptor; HEK293 TREx D2 cells, calcium flux, dopamine EC80; 340,000 tested, 2% active; inhibition, % at 10 µM; in the data active = inhibition above about 30%; also: 0% is about no effect
#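 Calcium mobilization kinetics were recorded at 1 s intervals in tetracycline-induced HEK293 T-REx D2 cells, first for 180 s after compound addition and then 180 s after EC80 dopamine.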
# RGS4 inhibitor: inhibitors of human regulator of G protein signaling 4; 390,000 tested, 0.039% active; AID 504845; Transcreener GDP fluorescence polarization, RGS4-accelerated GTP hydrolysis; P49798; Potency, µM (titrated, usually from 114 µM), inactives show at the top dose activity change, negative = inhibition, actives largely listed as inhibitors; also: potency is read from the fitted curve at half-maximal effect; % is scaled to controls: 0 for no effect and ±100 for the full control effect; nearly all actives have a fitted effect of over 75% in size; some results filed as inactive show a strong effect at the top dose
#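 MLSMR compounds (23 nl, pin-transferred) preincubated 10 min at room temperature with a 500nM (2x) first reagent, then RGS4 at 900nM (2x) plus Transcreener GDP mix added; fluorescence polarization (620/688 nm) read before and after 90 min at 30 °C.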
# GRP78 ERSR act: induces the endoplasmic reticulum stress response in human glioma cells | 420,000 tested, 0.02% active | AID 602332 | U87-MG GRP78 promoter luciferase reporter, 16 h | Potency, µM, for the others: top-dose activation, actives largely listed as activators; also: potency is read from the fitted curve at half-maximal effect; series mostly up to about 76 µM; % of control where 0% means no effect; nearly all actives have a fitted effect of over 35% in size
#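 Stably transfected U87-MG glioma cells carrying a GRP78-based luciferase sensor; 16 h compound incubation. Luminescence end-point read 10 min after Bright-Glo addition at room temperature.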
# ERG-DNA inh: inhibitors of human ERG Ets domain-DNA interaction | fluorescence polarization, His-ERG Ets domain / labelled DNA | 370,000 tested, 0.028% active | AID 624246 | P11308 | Potency, µM (series often up to 76.9 µM), for inactives: at the top dose FP activity, negative = inhibition, actives largely listed as inhibitors; active = well fitted inhibition curve with a large enough effect in the polarisation, with a control signal flat; inconclusive = small, poorly fitted or top-dose-only effect, or effect the other way, or a change in a side signal; inactive = no such curve, though single readings can be large or run the other way; the % refers to the polarisation;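 also: polarization taken with two DNA probes labelled with fluorescein and Texas red; potency is read from the fitted curve at half-maximal effect; % of control where 0% means no effect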
#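 His-tagged ERG Ets domain (1 uM in the protein solution; 300mM KCl, 50mM Tris-HCl, 1mM EDTA, 1mM DTT, pH 7.5) received compound, then a probe mix of 5 nM fluorescein-DNA and 100nM Texas-615-DNA. Fluorescence polarization was read for both dyes.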
# Vif-A3F inh: inhibitors of Vif-A3F interaction; HeLa A3F-eYFP + Vif (tagged APOBEC3F with the HIV-1 protein that degrades it), YFP fluorescence increase; Potency, µM (titrated, usually from 46.1 µM), for inactives: top-dose activity, negative = active; 390,000 tested, 0.2% active; also: potency is read from the fitted curve at half-maximal effect; % of control where 0% means no effect; nearly all actives have a fitted effect of over 65% in size
#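 HeLa cells stably expressing Vif plus C-terminally eYFP-tagged A3F were seeded, incubated overnight at 37 deg C, dosed with compound, incubated overnight again at 37 deg C. Yellow fluorescence (Ex 488/Em 500-530) reported blocked Vif-mediated A3F-eYFP degradation.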
# D2 ag: activates the human D2 dopamine receptor | 340,000 tested, 0.53% active | HEK293 T-REx D2 cells, calcium flux agonist mode | P14416 | activation, % at 2 µM;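 active = activation over 3 SD above normal in the single-dose calcium agonist read, cut at about 30% in these data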; also: 0% is about no effect
#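 Tetracycline-induced HEK293 T-REx cells with force-coupled D2 receptor, plated overnight at 30 C, loaded with no-wash calcium dye. After a 10 s baseline, compound was pin-added and calcium flux read kinetically for 180 s; calcium rises flagged agonists.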
# Vif-APOBEC3G blk: blocks the Vif interaction with human APOBEC3G | HeLa A3G-eYFP + Vif (tagged APOBEC3G with the HIV-1 protein that degrades it), YFP fluorescence, overnight | 410,000 tested, 0.076% active | Q9HC16 | Potency, µM (highest dose often 46.1 µM), inactives show top-dose activity, negative = active, hits mostly inhibitors | AID 602310;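 also: potency is read from the fitted curve at half-maximal effect; % is scaled to controls: 0 for no effect and ±100 for the full control effect; nearly all actives have a fitted effect of over 60% in size; hits raise eYFP signal because A3G escapes Vif-driven loss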
# Target sequence (Q9HC16 whole entry, looked up): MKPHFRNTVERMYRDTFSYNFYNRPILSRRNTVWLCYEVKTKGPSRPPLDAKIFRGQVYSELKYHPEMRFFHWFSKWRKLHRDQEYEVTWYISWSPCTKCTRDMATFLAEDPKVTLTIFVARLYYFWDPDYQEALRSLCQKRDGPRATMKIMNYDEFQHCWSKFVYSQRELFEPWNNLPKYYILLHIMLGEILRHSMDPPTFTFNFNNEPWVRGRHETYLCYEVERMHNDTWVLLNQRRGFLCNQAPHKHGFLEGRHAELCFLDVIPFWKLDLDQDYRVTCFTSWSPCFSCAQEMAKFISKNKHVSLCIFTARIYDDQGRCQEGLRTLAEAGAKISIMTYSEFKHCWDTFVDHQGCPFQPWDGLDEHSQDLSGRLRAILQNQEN
#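 HeLa cells stably expressing Vif and C-terminally eYFP-tagged A3G, seeded overnight at 37 deg C, then exposed to compound by pintool overnight at 37 deg C. Rise in yellow fluorescence (Ex 488/Em 500-530, Acumen) marks blocked Vif-driven A3G degradation.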
# LDHA block: LDHA (human) enzyme inhibition | activity change, % (values are at about 110 or 230 µM) | purified LDHA, NADH/diaphorase-resazurin fluorescence; stronger effect = lower value | 480,000 tested, 0.15% active; in the data active = activity change below about -30%; inconclusive = mostly about -25% to -30%;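 also: plate controls were DMSO wells for no effect and wells without enzyme for full effect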
#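 Resorufin fluorescence (ex540/em590), read at 0 and 20 min after diaphorase/resazurin addition, reports the NADH left after a 5 min room-temperature reaction of 2 nM human LDH5 with 0.06 mM NADH and 0.2 mM pyruvate.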
# * marks the source's active call; other numbers are inactive results; ? = inconclusive; / = no result given; [ ] = dose if it differs, or a comment. Unless noted, calls follow the shape of the dose curve; as a rule, active = well fitted curve in the direction sought with a large enough effect; inconclusive = small, poorly fitted or top-dose-only effect, or another doubt; inactive = no such curve, though single readings can be large; an effect the other way counts as inactive or inconclusive. These rows are one share of the data; the hit share may differ from the screen's.
SMILES,12-LOX inh,D2 antagonist,RGS4 inhibitor,GRP78 ERSR act,ERG-DNA inh,Vif-A3F inh,D2 ag,Vif-APOBEC3G blk,LDHA block
Cc1cccc(C(=O)NC2CC3CCCC(C2)N3S(=O)(=O)c2ccccc2)c1 (configuration not stated),-10.3%,-2.4,-10.1%,-2.1%,/,-6.4%,0.7,-1.8%,0.4
COc1ccc(OC)c(C(=O)Nc2c(O)ccc3ccccc23)c1,?,/,-22.8%,5.1%,0.8%,10.7%,/,-7.8%,36.5
C/C(=N\NC(=O)CSCc1ccc(Cl)cc1)c1ccc2c(c1)OCCO2,0.0%,-2.8,20.6%[56.9 µM],-5.1%,-5.9%,-3.2%,0.2,-3.2%,-1.5
COc1cc(OC)cc(C(=O)Oc2c(Sc3ccccc3)c(C)nn2C(C)(C)C)c1,-18.6%,/,-4.5%,-3.2%,-1.0%,2.7%,1.2,-11.7%,-2.6
O=C(Nc1ccccc1)Nc1ccc(Cl)c([N+](=O)[O-])c1,?,-9.5,11.7%,-7.7%,-5.8%,3.5%,2.0,-2.3%,-7.4
CCOC(=O)C(=CNc1ccc(NC2=NCC(C)S2)cc1)C(=O)OCC (configuration not stated),-3.4%,22.2,9.6%,-2.9%,-0.3%,-11.4%,0.8,2.0%,-5.4
CCOCCn1c(C(C)C)nc2ccccc21,0.6%,/,7.7%,-3.9%,-8.4%,1.7%,/,1.5%,4.6
CNC(=O)C1CC(=O)N(CCc2ccc(OC)c(OC)c2)C(=Nc2ccc(F)cc2)S1 (configuration not stated),-20.7%,/,6.0%,-6.5%,4.5%,-0.2%,/,-3.4%,-5.3
COc1ccc(-n2c(SCC(=O)Nc3ccc(NC(C)=O)cc3)nc3ccccc3c2=O)cc1,-31.8%,7.2,-11.5%,-4.2%,5.9%,3.9%,-1.6,0.2%,-0.7
COc1cc(CN2CCNC(=O)C2CC(=O)N2CCc3ccccc3C2)cc(OC)c1 (configuration not stated),-2.0%,18.9,-3.1%,-7.0%,2.3%,1.4%,0.9,2.6%,1.8
CCOC(=O)c1c(OCCO)nn(-c2ccc(Cl)cc2)c1N,-16.3%,14.1,-17.9%,-5.9%,4.1%,8.9%,-0.3,-1.0%,-0.5
O=C1CCCc2ccccc2N1Cc1ccc(Cl)cc1,-14.9%,-3.8,0.1%,-1.5%,-0.2%,-6.9%,1.0,-11.4%,-1.9
CSc1ccc(CN(C)C(=O)C2CCN(C(=O)Nc3ccccc3)CC2)cc1,1.6%,21.9,-8.8%,-1.5%,11.0%,-12.2%,0.0,0.7%,-2.6
COc1ccccc1C(=O)NC1CCCCCCC1,11.6%,-32.2,23.9%,3.1%,-1.8%,/,0.0,0.2%,1.8
CSCCC(NC(=O)c1ccco1)C(=O)N1CCCCCCC1 (configuration not stated),-5.8%,-15.8,16.1%,-4.1%,-10.5%,3.8%,0.3,0.1%,-7.8
CCCNC(=O)c1ccc(Cn2c(SCC(N)=O)nc3ccccc3c2=O)cc1,-2.4%,/,0.3%,-1.5%,-1.7%,0.8%,-1.8,-0.5%,-17.4
Cc1ccc(C(CNS(=O)(=O)c2ccc([N+](=O)[O-])cc2)N2CCN(C)CC2)cc1 (configuration not stated),?,-11.0,-3.4%,0.3%,4.3%,0.2%,0.7,4.8%,-4.4
Cn1c(Cc2ccccc2)nnc1SCC(=O)Nc1ccc2c(c1)OCO2,-21.0%,4.0,-11.6%,2.6%,-4.6%,-0.2%,-6.6,0.8%,3.9
Cc1cccc(NC(=O)N2CCCC2C(=O)NCc2ccccc2)c1 (configuration not stated),0.6%,13.0,-1.4%,0.1%,6.5%,-0.9%,-1.9,0.4%,-1.7
COC(=O)c1ccc(COc2cccc(OC)c2)o1,-4.2%,-16.8,8.4%,0.7%,2.8%,-0.5%,-0.5,0.1%,-7.0
C[C@H]1CC[C@@]2(O[C@@H](CCO)C[C@@H](O)[C@@H]2O)O1,2.1%,-3.1,3.9%,-1.9%,3.7%,4.8%,0.3,2.5%,-1.3
c1ccc(-n2ncc3c(NCc4cccs4)ncnc32)cc1,-0.9%,6.0,?,12.2%,-7.7%,-17.9%,-3.2,-5.6%,-10.5
COc1ccccc1N(CC(=O)NC1CCCC1)C(=O)c1csnn1,0.0%,-5.6,7.4%,?,-3.7%,1.5%,1.0,0.4%,-8.7
CCOc1cc(C(=O)NC2CCCCCCC2)cc(OCC)c1OCC,0.0%,/,0.7%,-3.2%,-7.6%,-2.1%,/,1.7%,-5.3
COc1ccccc1NC(=O)CN1CCN(CC(=O)Nc2ccc3c(c2)OCCO3)CC1,-14.6%,-0.2,-25.5%,-5.3%,9.0%,-9.8%,-1.0,-1.6%,-0.7

# Continuation.
SMILES,12-LOX inh,D2 antagonist,RGS4 inhibitor,GRP78 ERSR act,ERG-DNA inh,Vif-A3F inh,D2 ag,Vif-APOBEC3G blk,LDHA block
Cc1ccc(C)c(S(=O)(=O)N2CCN(C(=O)C3CCN(C(=O)c4ccc(F)cc4)CC3)CC2)c1,1.1%,10.4,23.1%,-2.2%,4.3%,7.5%,-0.2,0.8%,-1.9
O=C(N[C@@H](Cc1ccccc1)C(=O)NC1CCCCC1)c1ccco1,0.0%,/,5.4%,1.3%,1.1%,-1.6%,/,0.9%,-6.0
CC(=O)N/N=C/c1c(C)[nH]n(-c2ccccc2)c1=O,-23.8%,-3.9,-23.6%,-0.1%,4.3%,-15.6%,-0.2,0.7%,8.6
CC(=O)NCCC1CCN(c2nc3nonc3nc2N(C)Cc2ccccc2)CC1,-1.8%,-9.1,-4.5%,-5.3%,-17.1%,-13.3%,0.9,-4.0%,-1.2
CCCn1c(N2CCN(C(=O)NCc3ccccc3)CC2)nc2ccccc21,-3.4%,4.9,13.2%,-4.9%,-9.9%,1.7%,1.8,0.5%,-8.3
NCCn1c(-c2ccccc2)cc(C(=O)O)c1-c1ccccc1F,-8.5%,-7.7,-6.7%,-2.7%,-1.7%,-4.7%,0.2,3.1%,-2.5
O=C1C(NS(=O)(=O)c2ccccc2)=C(N2CCN(c3ccc(F)cc3)CC2)C(=O)c2ccccc21,-2.7%,-5.8,25.8%[11.4 µM],-6.6%,8.2%,-10.9%,-0.2,5.8%,4.4
CCn1cnc2cc(NCc3cccc(OC)c3O)ccc21,-6.7%,10.3,-25.7%,5.3%,/,-1.0%,0.0,0.8%,13.8
Cc1csc(Nc2ccccc2)[n+]1C,-19.3%,-9.9,-32.4%,3.1%,-4.8%,6.4%,1.2,7.4%,-7.6
COc1ccc(N)c(C)c1,-20.7%,/,6.8%,-1.4%,-0.6%,1.8%,/,-0.2%,-3.3
COC(=O)c1ccc2c(=O)[nH]c(CSc3nc(-c4ccc(F)cc4)cs3)nc2c1,18.0%,8.4,-21.2%,-3.1%,-3.5%,14.6%,3.4,-0.6%,-10.7
CC1CCC2C(=O)N(c3cccc(C(=O)Nc4ccccc4Cl)c3)C(=O)C2C1 (configuration not stated),2.2%,0.8,-5.1%,-3.3%,1.9%,-17.2%,-0.9,0.2%,-1.7
CCN(c1ccccc1)S(=O)(=O)c1ccc(C(=O)OC(C)C(=O)NCCC2=CCCCC2)cc1 (configuration not stated),-22.5%,4.6,-28.1%,-1.4%,-13.3%,5.1%,0.6,-3.0%,3.8
COc1ccccc1C(=O)Nc1ccc(C(=O)N2CCCCC2)cc1,-0.9%,-0.5,-2.1%,0.5%,5.7%,-2.3%,-3.1,-2.2%,-3.9
COc1ccc(Nc2ncc(C(=O)Nc3ccc(F)cc3F)c3ccccc23)cc1,?,/,-0.4%,2.8%,6.1%,-7.7%,/,-13.9%,0.7
COC(=O)c1c(C)nc(C)c(C(=O)OC)c1-c1ccc(OC)c(OC)c1,-5.2%,-10.7,-5.3%,-0.8%,6.0%,-16.0%,0.1,-5.2%,-12.8
COCCNC(=O)C(c1ccc(F)cc1)N(CCOC)C(=O)CCC(=O)Nc1nccs1 (configuration not stated),-6.3%,19.8,10.6%,1.6%,-0.3%,-5.6%,-0.2,0.7%,1.0
Cc1cc(C(=O)CSc2nnc3ccccn23)c(C)n1-c1ccccc1,-0.2%,-11.2,-12.0%,-13.5%,-15.0%,3.1%,0.8,-0.4%,1.6

# Given with each value named: part of the list above.
CC(=O)N/N=C/c1c(C)[nH]n(-c2ccccc2)c1=O
  12-LOX inh = -23.8%
  D2 antagonist = -3.9
  RGS4 inhibitor = -23.6%
  GRP78 ERSR act = -0.1%
  ERG-DNA inh = 4.3%
  Vif-A3F inh = -15.6%
  D2 ag = -0.2
  Vif-APOBEC3G blk = 0.7%
  LDHA block = 8.6

CCCn1c(N2CCN(C(=O)NCc3ccccc3)CC2)nc2ccccc21
  12-LOX inh = -3.4%
  D2 antagonist = 4.9
  RGS4 inhibitor = 13.2%
  GRP78 ERSR act = -4.9%
  ERG-DNA inh = -9.9%
  Vif-A3F inh = 1.7%
  D2 ag = 1.8
  Vif-APOBEC3G blk = 0.5%
  LDHA block = -8.3

O=C1C(NS(=O)(=O)c2ccccc2)=C(N2CCN(c3ccc(F)cc3)CC2)C(=O)c2ccccc21
  12-LOX inh = -2.7%
  D2 antagonist = -5.8
  RGS4 inhibitor = 25.8%[11.4 µM]
  GRP78 ERSR act = -6.6%
  ERG-DNA inh = 8.2%
  Vif-A3F inh = -10.9%
  D2 ag = -0.2
  Vif-APOBEC3G blk = 5.8%
  LDHA block = 4.4
